# Screening results from PubChem.
# S3 lipid droplet – qHTS Assay for Lipid Storage Modulators in Drosophila S3 Cells. Drosophila S3 cells, BODIPY lipid droplet fluorescence, 18-24 h; cells fed with added oleic acid. 320,000 compounds, 0.64% hits. lipid storage change, negative = inhibition, % at the top dose, mostly 46.1 µM; hits show Potency in µM; active = well fitted inhibition curve with a large enough effect in the signal ratio, with a control signal flat, not every such curve was filed as active; inconclusive = small, poorly fitted or top-dose-only effect, or effect the other way, or a change in a side signal; the % refers to the signal ratio
#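 Drosophila S3 cells loaded with oleic acid (400 uM, as added) and compounds at several concentrations; lipid droplets imaged by 488-nm laser-scanning cytometry, 500–530 nm intensity and object ratio to cell channel. Percent activity normalized to 20 uM Triacsin C.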
# S3 lipid droplet cell count max – also measured in S3 lipid droplet; calls as there; cell number change, %; measured here: cell count max response;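 cells counted by Cell Tracker Red CMTPX staining in the red channel; peak over a dose series mostly up to 46.1 µM; percent activity relative to internal control wells on each plate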
# * hit, by the source's call; i = inactive; ? = inconclusive; . = no result given. % is scaled to controls: 0 for no effect and ±100 for the full control effect; potency is read from the fitted curve at half-maximal effect.
SMILES	S3 lipid droplet	S3 lipid droplet cell count max
O=C(NCC1CCCO1)c1ccc2c3n(nc2c1)-c1ccccc1CO3 (stereo not drawn)	2%	5
CC(C)CC1(C)NC(=O)N(CCN2C(=O)c3ccccc3C2=O)C1=O (stereo not drawn)	12%	10
Cc1cc(NC(=O)COC(=O)C2CCN(S(=O)(=O)c3c(Cl)cccc3Cl)CC2)no1	i	.
Cc1cc(Nc2ccc(F)c(Cl)c2)n2nc(C)nc2n1	?	.
CCn1c(SCc2ccc(C(=O)Nc3cc(C)cc(C)c3)cc2)nnc1-c1ccncc1	?	.
CN(NC(N)=O)c1ncc(C(F)(F)F)cc1Cl	?	.
Cc1nnc(NC(=O)c2cccc(S(=O)(=O)N3CCc4ccccc43)c2)s1	?	.
CCCn1nc2cc(C(=O)NCc3ccc(C)cc3)ccc2c1OCC	-1%	-3
O=C(/C=C/c1ccc([N+](=O)[O-])cc1)Nc1cccc(C(=O)Nc2ccccc2C(=O)O)c1	11%	-7
CCc1ccccc1NC(=O)CC1SCCNC1=O (stereo not drawn)	-6%	2
Nc1nc(-c2ccc3c(c2)CCO3)cs1	18%	.
Cc1nc(N)nc(N/N=C/c2ccccc2)n1	?	.
COc1ccc(C(=O)NC(=S)N2CCCCC2c2cccnc2)cc1OC (stereo not drawn)	?	.
c1ccc2c(N3CCCCC3)nnc(N3CCCCC3)c2c1	23µM*	9.0*
Cc1nccn1-c1c([N+](=O)[O-])c(=O)n(C)c2ccccc12	17%	21
CCOc1ccccc1NC(=O)c1cccc(NC(=O)C(C)C)c1	?	.
Nc1cc(C(F)(F)F)ccc1NCCc1ccccn1	?	.
CCOC(=O)c1sc(NC(=O)CSc2nc(C)cc(C(F)(F)F)n2)c(C#N)c1C	?	.
COP1(=O)C=C[C@H](N(Cc2ccccc2)S(=O)(=O)c2ccccc2[N+](=O)[O-])[C@@H](C)O1 (stereo partly drawn)	9%	1
NC(=O)N/N=C/C=C/c1ccc(F)cc1	-2%	16
O=C1c2ccccc2CCC1C(O)c1ccccn1 (stereo not drawn)	12%	8
COc1ccc(-c2cc(-c3ccc(Br)cc3)nc3ncnn23)cc1OC	?	.
Cn1nc(C(=O)NCc2ccccc2)c2ccccc2c1=O	i	-8
COc1ccc2nc(N3CCCCC3)c(/C=C3\SC(=S)NC3=O)cc2c1	-21%	-9
CCOc1ccc(CN2CCN(Cc3c[nH]c4ccccc34)CC2)cc1	0%	-8
CC(=O)/C(C#N)=C1\NC(=O)C(Cc2ccc(C)c(Cl)c2)S1 (stereo not drawn)	1%	12
CC1(C)C(=O)C2(CCCCC2)C(=O)OC1c1ccc(O)cc1 (stereo not drawn)	?	.
O=C(Nc1nnc(COc2ccc(F)cc2)s1)c1ccco1	25%	.
CCOC(=O)c1sc(Nc2ccc(C)cc2C)nc1C	?	.
Cc1ccc(CNC(=O)c2ccc(Cl)cc2[N+](=O)[O-])cc1	2%	-29
COC(=O)c1sc(=S)n(-c2cc(F)ccc2F)c1N	16%	-2
Cc1cccc(NC(=O)C2(c3ccccc3)CC2(Cl)Cl)c1 (stereo not drawn)	?	.
Cc1cccn2cc(CSc3nnc(Nc4ccc(C(C)C)cc4)s3)nc12	-6%	2
FC(F)(F)c1ccc(Sc2n[nH]c(C(F)(F)F)n2)nc1	9%	4
Nc1ccc2c(c1)OC1(CCCCC1)O2	1%	8
COCCn1c(SCC(=O)N2CC(=O)Nc3ccccc32)nc2ccccc21	?	.
Cc1cc(C(=O)COC(=O)CNC(=O)c2ccco2)c(C)n1Cc1ccco1	7%	3
CC1=Nc2ccc(C)cc2/C1=C/c1c(N)n2c(S(=O)(=O)C(C)C)nsc2nc1=O	?	.
O=C(Nc1ccccc1C(F)(F)F)N1CCCC1c1cccnc1 (stereo not drawn)	?	.
Cc1cccn2c(=O)c3cc(C(=O)NCCN4CCOCC4)c(=N)n(Cc4ccc(F)cc4)c3nc12	3%	.
CSc1nc(-c2ccco2)cc(C(F)(F)F)c1C#N	-4%	8
COc1cccc(C(CNC(=O)C(c2ccccc2)c2ccccc2)N(C)C)c1 (stereo not drawn)	-8%	-6
COC(=O)C1=C(C)N(Cc2ccccc2)C(=O)N[C@H]1c1cccs1	9%	7
Cc1ccc(-c2nc(-c3ccncc3)no2)cc1Cl	?	.
O=C(O)CC1S/C(=N/N=C/c2ccc(-c3ccccc3[N+](=O)[O-])o2)NC1=O (stereo not drawn)	?	.
C=CCOC(=O)/C(=C/c1cccc2ccccc12)NC(=O)c1ccccc1	?	.
Cc1cc(C)cc(NC(=O)CN2CCC(NC(=O)c3ccccc3F)CC2)c1	?	.
CCOC(=O)CCCNC(=O)CSc1nnc(-c2ccccc2)c(-c2ccccc2)n1	?	.
COc1ccc(NC(=O)C2CCN(S(=O)(=O)c3ccccc3)CC2)cc1	-19%	-7
CC(=O)OC1CCC2(C)C(COc3ccc4ccc(=O)oc4c3)C(C)(O)CCC2C1(C)C (stereo not drawn)	?	.
CC(C)c1ccc(NC(=S)Nc2ccc3cn[nH]c3c2)cc1	?	.
CCN(CC(=O)Nc1c(F)cccc1F)C(=O)CNC(=O)c1ccc(C)s1	-13%	-8
CCn1nccc1C(=O)Nc1ccc(Cl)cc1Cl	?	.
Cc1cc2c(ncn2Cc2ccccc2)c(NS(C)(=O)=O)c1C	i	17
CCOc1ncccc1C(=O)NNC(=O)c1cccc(S(=O)(=O)Nc2ccccc2OC)c1	?	.
COc1ccsc1C(=O)N1CCN(Cc2ccc3c(c2)OCO3)CC1	i	.
O=C(Nc1ccc(Cl)cc1)Nc1ccc(-c2cnco2)cc1	i	.
CCOc1ccc(OCC)c(S(=O)(=O)NCCCN2CCOCC2)c1	6%	12
CCOc1ccc(Nc2ccnc3cc(Cl)ccc23)cc1	?	.
Cc1cnc(SCc2cnc(C)nc2N)nc1	?	.

# Further compounds:
SMILES	S3 lipid droplet	S3 lipid droplet cell count max
CCN(Cc1ccncc1)Cc1nc(CC2CC2)no1	-12%	-2
Fc1ccc(COc2cccc(-c3n[nH]c(=S)o3)c2)cc1	9%	-1
CC(C)C(=O)Nc1cc(-c2nc3ncccc3o2)ccc1Cl	?	.
CSc1ccc(CCNC(=O)CSc2ccsc2[N+](=O)[O-])cc1	-10%	1
COc1ccc(C/C(C)=N/NC(=S)Nc2ccc(C)c(C)c2)cc1	7%	1
O=C1NCC(=O)N2C(c3ccccc3)c3[nH]c4ccccc4c3C[C@@H]12 (stereo partly drawn)	i	7
Cc1ccc(S(=O)(=O)N(CC2CO2)c2cccc([N+](=O)[O-])c2)cc1 (stereo not drawn)	?	.
O=C(/C=C1\NC2(CCCC2)Cc2ccccc21)C(=O)N/N=C/c1ccccc1O	?	.
O=C(CNS(=O)(=O)c1ccc(F)cc1)Nc1ccccc1	-12%	.
CCOc1ccccc1N=Cc1c(O)n(C)c(=O)n(C)c1=O	?	.
CC(/C=C/c1ccco1)=N/NC(=O)Cc1cccs1	?	.
CC(C)C[C@H]1CN=C(Nc2ccccc2)N1CCCCc1ccccc1	?	.
CCC(CO)NC(=O)c1ccc(-c2nn(C)c(=O)c3ccccc23)cc1 (stereo not drawn)	?	.
O=Cc1cc(CCC(=O)O)ccc1O	?	.
COc1ccccc1N(C(=O)c1ccco1)C(C(=O)NC1CCCC1)c1cccs1 (stereo not drawn)	?	.
Cc1c(O)ccc(C(=O)CN2CCN(c3ccc(F)cc3)CC2)c1O	?	.
CCOC(=O)COc1ccc(-c2nnc(-c3ccccc3)o2)cc1	?	.
CCS(=O)(=O)c1ccc(N=Nc2ccc(O)c3ncccc23)c(OC)c1	0%	2
O=C(NCc1nc2ccccc2[nH]1)c1ccc(Cl)c(S(=O)(=O)N2CCCC2)c1	?	.
O=c1c(-c2ccc(Br)cc2)[n+]([O-])c2ccccc2n1OCc1ccccc1	?	.
CC1=C(C(=O)Nc2ccccc2C(=O)N2CCCCC2)SCCO1	?	.
COCP(=O)(c1ccccc1)c1ccccc1	i	.
O=c1oc(-c2ccc(Br)o2)nc2ccccc12	?	.
COc1ccc(C(=O)NC(=S)NC2CCCCC2)cc1	?	.
Cc1ccc2nc(SCC(=O)Nc3cc(C)on3)[nH]c2c1	i	.
Cc1cc(C)nc(N2CCCC(C(=O)Nc3nnc(C(C)(C)C)s3)C2)n1 (stereo not drawn)	-3%	2
C=CCNc1ccc(N2C(=O)C3CCC(C)CC3C2=O)cc1[N+](=O)[O-] (stereo not drawn)	28%	.
CCc1ccccc1NNC(=O)c1cc(C)on1	?	.
Cc1cc(Cl)cc(Br)c1OCCCNCC(C)O (stereo not drawn)	?	.
CCC1=[N+]([O-])C(C)(/C(C)=N\O)N(O)C1(C)C (stereo not drawn)	?	.

# 5 structures out of the list, sorted by SMILES length, largest number first.
SMILES	S3 lipid droplet	S3 lipid droplet cell count max
Cc1cc(C(=O)COC(=O)CNC(=O)c2ccco2)c(C)n1Cc1ccco1	7%	3
C=CCOC(=O)/C(=C/c1cccc2ccccc12)NC(=O)c1ccccc1	?	.
O=c1oc(-c2ccc(Br)o2)nc2ccccc12	?	.
Cc1nc(N)nc(N/N=C/c2ccccc2)n1	?	.
Cc1cnc(SCc2cnc(C)nc2N)nc1	?	.

# Other entries follow:
smiles | S3 lipid droplet | S3 lipid droplet cell count max
Cc1ccc2c(c1)C(=O)CCN2 | ? | .
Cc1nn(CC(=O)Nc2cccc(Cl)c2)c(=O)c2cc(-c3ccccc3)nn12 | i | -1
CCc1ccccc1NC(=O)NNS(=O)(=O)c1cc(C)ccc1C | ? | .
CC1CCCCN1CC(O)COCc1ccc(Cl)cc1 (stereo not drawn) | 8% | 1
Cc1ccc(S(=O)(=O)NC(=O)c2ccc(-c3ccc(C)c4ccccc34)o2)cc1 | ? | .
COCCn1ccc2c(OCC(=O)NCc3ccc(C)cc3)cccc2c1=O | ? | .
COc1ccc(-c2nc3ccccc3c(=O)n2CCOc2ccccc2C)cc1 | ? | .
CC(C)NC(=O)c1onc(CSc2ccccc2F)c1C(=O)O | -6% | 1
Cc1cc(NC(=O)CSc2nc(CC(C)(C)C)nc3c2c(=O)n(C)c(=O)n3C)no1 | ? | .
COc1ccc(/C=C/C(=O)Nc2cc(C(F)(F)F)ccc2Cl)cc1 | 1% | -3
CCC(NC(=S)NC1CCCCC1)c1ccccc1 (stereo not drawn) | ? | .
NC(=O)C1CCN(C(=S)c2ccc(-c3ccc(Br)cc3)o2)CC1 | 5% | 19
CCCSc1nc2sc3c(c2c(=O)[nH]1)CC(C)(CC)OC3 (stereo not drawn) | 0% | 1
Cc1cccc(N2CCN(S(=O)(=O)c3c(C)noc3/C=C/N(C)C)CC2)c1C | -16% | 13
COc1cc(CC(=O)Nc2ccc3nc(C)sc3c2)cc(OC)c1OC | ? | .
COc1cc(CC(=O)O)c(C(C)=O)cc1OC | 19% | 5
O=C(Nc1ccc(Cl)cn1)c1ccccc1SCc1ccccc1 | ? | .
O=C(NCc1nnc(SCC(=O)N2CCCCCC2)o1)c1ccc(F)cc1 | i | -25
COC(=O)C1=C(O)/C(=C\c2ccc(CNC(=O)C(=O)Nc3ccc(C)cc3)o2)N=C1C | ? | .
CCc1nnc(NC(=O)CSc2nc(-c3ccccc3)cc(-c3ccc(F)cc3)c2C#N)s1 | ? | .
CCCCC1=CC2=CC(=O)C(C)(OC(=O)CC)C(=O)C2=CN1c1ccc(OC)cc1 (stereo not drawn) | -8% | 7
Cc1cc(=O)c(C(=O)O)cn1Nc1ccc(Cl)cc1 | ? | .
CCc1ccc2[nH]c(=O)c(CN(CCN3CCOCC3)C(=O)Nc3ccccc3F)cc2c1 | 19% | -15
CCN(CC(=O)NC(C)C)C(=O)C(CCSC)NC(=O)c1cccc(C)c1 (stereo not drawn) | ? | .

# Quoted at random: 5 entries already listed, in no set order.
smiles | S3 lipid droplet | S3 lipid droplet cell count max
Cc1cccc(N2CCN(S(=O)(=O)c3c(C)noc3/C=C/N(C)C)CC2)c1C | -16% | 13
COc1cc(CC(=O)O)c(C(C)=O)cc1OC | 19% | 5
COc1cc(CC(=O)Nc2ccc3nc(C)sc3c2)cc(OC)c1OC | ? | .
CCCCC1=CC2=CC(=O)C(C)(OC(=O)CC)C(=O)C2=CN1c1ccc(OC)cc1 (stereo not drawn) | -8% | 7
Cc1cc(=O)c(C(=O)O)cn1Nc1ccc(Cl)cc1 | ? | .

# (more compounds)
smiles | S3 lipid droplet | S3 lipid droplet cell count max
C/C(=N/NC(=O)C(=O)N/N=C(/C)c1ccccc1)c1ccccc1 | ? | .
COc1ccc2oc(C(=O)NCc3ccccc3CN3CCCC3)c(C)c2c1 | ? | .
CC(=O)Nc1sc2c(c1C#N)CC(C)(C)NC2(C)C | ? | .
CN(C)S(=O)(=O)c1cccc(NC(=O)/C=C/c2ccccc2[N+](=O)[O-])c1 | 4% | 1
Cc1cccc(N2CCN(C(=O)Cc3ccc(Br)cc3)CC2)c1C | ? | .
CCCc1cc(=O)[nH]c(SCC(=O)N(CC(C)C)C2CCS(=O)(=O)C2)n1 (stereo not drawn) | 14% | -5
CCOC(=O)c1c(C)[nH]c(C)c1S(=O)(=O)NCCCc1ccco1 | -27% | 16
CCC(=O)NC(Cc1ccccc1)c1ccc2c(c1)OCCCO2 (stereo not drawn) | ? | .
O=c1[nH]c2cc3c(cc2cc1CN(CCc1ccccc1)Cc1nnnn1CC1CCCO1)OCO3 (stereo not drawn) | ? | .

# Some of the compounds tested; count on the stated rates, not on these rows.
